Luc counter – Kinase-Glo luciferase inhibition (counter-screen). Kinase-Glo luciferase, ATP luminescence, 8 min. Potency, µM (series often up to 38.3 µM), for the others: at the highest dose activity change, negative = inhibition, usual class: inhibitors. hit rate 0.28% among 200,000. AID 1379; also: potency is read from the fitted curve at half-maximal effect; % is scaled to controls: 0 for no effect and ±100 for the full control effect; nearly all actives have a fitted effect of over 60% in size
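Compounds were added to a substrate mix at pH 7.2 (50 mM imidazole, 10 uM ATP, within the enzyme's linear range), followed by Kinase-Glo detection reagent; luminescence was measured after 8 minutes at ambient temperature.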
NPSR antagonist – antagonists of human neuropeptide S receptor cAMP signaling. CHO-NPSR cells, cAMP TR-FRET, antagonist mode. Potency, µM (titrated, usually from 38.3 µM), for the others: top-dose activity change, negative = inhibition, most hits filed as inhibitors. hit rate 1% among 220,000. AID 1461; also: potency is read from the fitted curve at half-maximal effect; % is scaled to controls: 0 for no effect and ±100 for the full control effect; nearly all actives have a fitted effect of over 50% in size; many of its hits are not listed in these tables
Target sequence (Q6W5P4 whole entry, looked up): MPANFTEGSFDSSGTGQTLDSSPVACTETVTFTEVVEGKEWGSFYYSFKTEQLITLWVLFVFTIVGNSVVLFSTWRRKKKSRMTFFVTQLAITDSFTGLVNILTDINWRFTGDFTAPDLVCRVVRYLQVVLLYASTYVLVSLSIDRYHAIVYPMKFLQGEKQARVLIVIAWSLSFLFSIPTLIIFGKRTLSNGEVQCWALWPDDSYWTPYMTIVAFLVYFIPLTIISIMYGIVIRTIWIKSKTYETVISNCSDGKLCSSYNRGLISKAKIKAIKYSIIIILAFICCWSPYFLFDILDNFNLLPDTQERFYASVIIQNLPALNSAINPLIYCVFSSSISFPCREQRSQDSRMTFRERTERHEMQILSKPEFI
GLA spleen mod – inhibits or activates alpha-galactosidase in human spleen homogenate | human spleen homogenate, 4MU-alpha-Gal fluorescence, 40 min | P06280 | Potency, µM (doses to about 80 µM), for the others: at the highest dose activity change, negative = inhibition, usual class: inhibitors | hit rate 0.008% among 240,000;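 also: potency is read from the fitted curve at half-maximal effect; 0% = enzyme with vehicle and -100% = no enzyme basal signal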
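Human spleen homogenate (1 ug) was the enzyme source, with 4-methylumbelliferyl-alpha-D-galactopyranoside (1 mM final) in pH 5.0 citrate buffer with 0.01% Tween-20. Compounds were titrated; after 40 min at 37C, NaOH/glycine stop, 4-MU fluorescence read; AC50 from Hill fits.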
LMNA splice mod – LMNA splicing modulation; hit rate 0.01% among 200,000; Potency, µM (series often up to 46.1 µM), for inactives: top-dose ratio change, negative = inhibition, hits mostly inhibitors; HeLa LMNA splicing GFP/RFP minigene ratio, 48 h; active = well fitted inhibition curve with a large enough effect in the signal ratio, with a control signal flat, not every such curve was filed as active; inconclusive = small, poorly fitted or top-dose-only effect, or effect the other way, or a change in a side signal; the % refers to the signal ratio; also: potency is read from the fitted curve at half-maximal effect; % is scaled to controls: 0 for no effect and ±100 for the full control effect
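Read-out is the ratio of GFP to DsRed2 object intensity, acquired by 488 nm laser-scanning cytometry on HeLa lamin A-EGFP minigene reporter cells. Compound incubation 48 hrs at 37 °C in Opti-MEM with 2% FBS; DMSO 0.5% final.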
CBFb RUNX1 block – CBF-beta/RUNX1 interaction disruption. 230,000 tested, under 10 active. AlphaScreen CBFb-His/RUNX1-biotin binding, biochemical. Potency, µM (top dose mostly 59.8 µM), inactives show top-dose activity, negative = inhibition, most hits filed as inhibitors. Q01196+Q13951; also: % of control where 0% means no effect
Target sequence (Q01196 whole entry, looked up): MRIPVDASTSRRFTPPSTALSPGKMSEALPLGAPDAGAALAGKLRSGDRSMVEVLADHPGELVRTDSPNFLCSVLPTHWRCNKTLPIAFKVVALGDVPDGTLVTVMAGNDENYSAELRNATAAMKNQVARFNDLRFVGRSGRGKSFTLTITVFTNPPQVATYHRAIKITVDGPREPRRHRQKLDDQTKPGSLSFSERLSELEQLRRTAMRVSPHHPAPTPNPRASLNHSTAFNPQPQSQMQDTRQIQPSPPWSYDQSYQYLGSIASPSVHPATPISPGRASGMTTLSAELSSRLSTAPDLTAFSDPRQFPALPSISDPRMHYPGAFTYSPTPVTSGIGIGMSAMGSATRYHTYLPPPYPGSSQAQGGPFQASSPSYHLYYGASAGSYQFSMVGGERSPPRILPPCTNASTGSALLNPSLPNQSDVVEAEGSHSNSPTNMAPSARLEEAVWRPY
Target sequence (Q13951 whole entry, looked up): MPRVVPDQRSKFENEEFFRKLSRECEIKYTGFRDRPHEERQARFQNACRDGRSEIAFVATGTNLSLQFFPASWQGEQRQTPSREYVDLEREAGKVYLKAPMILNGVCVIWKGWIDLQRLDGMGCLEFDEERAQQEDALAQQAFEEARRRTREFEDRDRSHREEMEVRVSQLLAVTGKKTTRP
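AlphaScreen binding: CBFb-His and RUNX1-biotin (30 nM each) preincubated 20 min, compound added for 15 min, then nickel and streptavidin beads for 90 min, all at room temperature. Disruption of the interaction by any mechanism counts as activity.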
IMPase Li cell – cell-permeable IMPase inhibitors with lithium potentiation; CHO-M1 cells, IP1 TR-FRET (IP-One), carbachol + lithium; Potency, µM (top dose mostly 59.4 µM), for the others: top-dose activity, negative = IMPase inhibition, hits mostly inhibitors; hit rate 0.35% among 210,000; AID 1457;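 also: IP1 builds up when IMPase is blocked and the TR-FRET signal falls; potency is read from the fitted curve at half-maximal effect; plate controls were basal vehicle for no effect and high inhibitor control for full effect; nearly all actives have a fitted effect of over 50% in size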
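IP1 accumulation measured by competitive TR-FRET in lysed CHO-M1 cells after 30 min compound exposure at 37C, with a small lithium addition to potentiate weak responses. Hill-equation AC50 from ratio and donor-channel data.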
Epigenetic reg – epigenetic control regulation, reporter derepression. Potency, µM (top dose mostly 53.9 µM), without a hit: top-dose GFP activation, hits mostly activators. murine LDR cells, GFP reporter derepression, 30 h. AID 1865. hit rate 0.2% among 280,000; also: potency is read from the fitted curve at half-maximal effect; % of control where 0% means no effect; nearly all actives have a fitted effect of over 60% in size
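Murine LDR cells carrying a silenced, genomically integrated CMV-driven GFP reporter were exposed to compound for 30 hours at 37 C. After PBS washes, GFP-positive cells (20–120 um objects) were counted by laser-scanning microplate cytometry.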
Active calls of the source: *; ? = inconclusive; . = no result given; [ ] = dose if it differs, or a comment. Unless noted, calls follow the shape of the dose curve; as a rule, active = well fitted curve in the direction sought with a large enough effect; inconclusive = small, poorly fitted or top-dose-only effect, or another doubt; inactive = no such curve, though single readings can be large; an effect the other way counts as inactive or inconclusive. The list is partial, so the mix of outcomes need not match the whole.

SMILES	Luc counter	NPSR antagonist	GLA spleen mod	LMNA splice mod	CBFb RUNX1 block	IMPase Li cell	Epigenetic reg
O=C(CCN1CCN(C(=O)c2ccco2)CC1)Nc1ccc(F)cc1	-1%	-10%[46.1 µM]	-11%	2%	6%	6%[38.3 µM]	-1.1%
Cc1nnc(NC(=O)C2CCCN(S(=O)(=O)Cc3ccccc3)C2)s1 (centres undefined)	-4%	-2%[46.1 µM]	2%	10%	0%	-5%[38.3 µM]	-1.0%
O=C(O)Cc1sc(Nc2ccccc2)nc1-c1cccs1	.	-19%	2%	.	8%	.	1.1%
COC(=O)c1cc(OC)c(OC)cc1NC(=O)CCc1ccc(C)o1	-1%	-14%[46.1 µM]	-6%	0%	0%	40%[activator][38.3 µM]	-1.1%
COC(=O)CSC1=C(C#N)C(c2ccc(Cl)cc2)C(C(=O)OC)C(=O)N1 (centres undefined)	.	3%[46.1 µM]	-1%	-4%	4%	.	1.0%
CCOC(=O)C(N)CSC1CC(=O)N(c2ccc(C(=O)OC)cc2)C1=O (centres undefined)	-2%	1%[46.1 µM]	-13%	?	5%	-41%[38.3 µM]	1.8%
O=C(Cc1ccccc1)Nc1ccccc1C(=O)Nc1ccccc1	3%	-13%	-5%	9%	2%	17%	2.1%
Oc1c(Cl)cc(Cl)cc1/C=C/c1ccc2cccc(O)c2n1	2%	-23%	-1%	.	-5%	7%	2.8%
C/C(=N\NC(=O)c1ccc(N(C)C)cc1)c1ccc(C)c(C)c1	.	-6%[46.1 µM]	-2%	-12%	-4%	.	-0.9%
CN(C(=O)c1c(Br)cnn1C)C12CC3CC(CC(C3)C1)C2	-2%	-2%	0%	?	0%	2%	-1.9%
Cc1nn(S(=O)(=O)c2ccccc2)c(C)c1Sc1ccc([N+](=O)[O-])cc1	-5%	-6%[46.1 µM]	8%	-4%	-14%	22%	0.0%
COc1ccc(N2C(=O)CC(Sc3ncccc3C(=O)O)C2=O)cc1 (centres undefined)	-1%	-7%[46.1 µM]	-2%	8%	-1%	15%[38.3 µM]	-1.3%
CCN(CCO)Cc1csc2ccc(Cl)cc12	1%	11%	3%	13%	-1%	-1%	0.0%
Cc1ccc(NC(=O)C(=O)NCCc2c[nH]c3ccccc23)cc1C	3%	-4%	-6%	.	?	-1%	8.8%
O=C1C(Cl)=C(NS(=O)(=O)c2ccc([N+](=O)[O-])cc2)C(=O)c2ccccc21	.	?	-1%	.	4%	.	0.0%
Cn1ncc2c(NNC(=O)c3ccccc3Cl)ncnc21	1%	15%	-10%	-6%	5%	2%	0.0%
CCOC(=O)c1ccc(COC(=O)c2ccc3c(c2)-c2ccccc2C3=O)cc1	-2%	-3%[46.1 µM]	11%	7%	5%	25%[38.3 µM]	3.2%
OC(COCc1cccs1)CN1CCN(c2cccc(Cl)c2)CC1 (centres undefined)	-3%	0%	-3%	-5%	-3%	1%	0.0%
Cc1ncc([N+](=O)[O-])n1CCOC(=O)NC(Nc1ccc(F)cc1)C(Cl)(Cl)Cl (centres undefined)	.	-5%	-2%	.	2%	.	0.0%
Cc1ccc(S(=O)(=O)n2c3ccc(F)cc3c3nc(C)sc32)cc1	-3%	-13%	19%	?	-6%	20%	-1.3%
CCCCCCn1c(N2CCC(C(N)=O)CC2)nc2c1c(=O)n(C)c(=O)n2C	-4%	-9%[46.1 µM]	2%	11%	0%	2%[38.3 µM]	0.0%
CC1=C(C(=O)OCC(Cl)(Cl)Cl)N2C(=O)C(NC(=O)Cc3ccccc3)C2SC1 (centres undefined)	0%	-2%	2%	.	-29%	5%	-2.2%
CCN(CC)S(=O)(=O)c1ccc(C(=O)OCC(=O)Nc2ccc(-c3nc4ccc(C)cc4s3)cc2)cc1	-3%	2%	-5%	6%	0%	-10%	0.0%
Cc1cc2ccccc2nc1Br	3%	14%	2%	-14%	0%	-5%	-1.8%
O=C(c1ccco1)N1CCC[C@@]2(CCN(Cc3nccs3)C2)C1	0%	.	2%	.	.	12%	.

Following part:
SMILES	Luc counter	NPSR antagonist	GLA spleen mod	LMNA splice mod	CBFb RUNX1 block	IMPase Li cell	Epigenetic reg
Cc1ccc(NC(=S)NCc2ccc(S(N)(=O)=O)cc2)cc1Cl	1%	-14%	2%	-11%[46 µM]	10%	7%	-1.5%
COc1ccccc1S(=O)(=O)c1ccccc1[N+](=O)[O-]	-5%	1%	8%	?	3%	-9%	-7.0%
CN1CCN(C2=Nc3ccccc3Sc3ccc(Cl)cc32)CC1	.	.	-1%	?	-3%	34%[activator]	1.1%
COC(=O)c1cn(NC(=O)Cc2c(F)cccc2Cl)c(=O)c2ccccc12	5%	-23%	7%	4%[9.22 µM]	7%	1%	1.1%
CC1=NN(C(=O)Cn2nc([N+](=O)[O-])cc2C)C(O)(C(F)(F)F)C1 (centres undefined)	1%	14%	5%	4%	3%	8%	-0.9%
CCC(CO)n1c(SCc2cc(=O)oc3cc(C)ccc23)nc2ccccc2c1=O (centres undefined)	17%	?	-6%	-11%	3%	-4%[38.3 µM]	0.0%
COC(=O)CCC(=O)OC1(C)C(=O)C=C2C=C3CCCN3C=C2C1=O (centres undefined)	-1%[7.66 µM]	16%	-3%[17.5 µM]	-5%[9.22 µM]	3%[13.1 µM]	12%	-2.3%
CC(C)(C)/C(O)=C(/C#N)c1nc2ccccc2[nH]1	-4%	-11%[46.1 µM]	5%	-1%	-2%	13%[38.3 µM]	0.8%
C=CCS/C(=N\n1cnc2ccccc2c1=O)N(CC)CC	0%	-4%[46.1 µM]	-8%	3%	0%	28%[38.3 µM]	0.0%
COC(=O)CCC/C=C1/SCC(NC(=O)c2ccccc2)C1=O (centres undefined)	-3%	0%[46.1 µM]	14%	5%	-1%	23%[38.3 µM]	0.0%
CCOC(=O)c1cccc(NC(=O)CCNS(=O)(=O)c2ccc3c(c2)CCN3C(=O)CC)c1	.	-16%[46.1 µM]	-6%	?	1%	.	-1.0%
COc1cccc(S(=O)(=O)c2nc(C)c3c(n2)CCC3)c1	0%	1%	6%	.	-2%	-2%	-1.3%
Nc1nc(SCC(=O)Nc2ccccc2Oc2ccccc2)n[nH]1	-4%	-3%	5%	?	-25%	4%	1.1%
CC1(C)CC(=O)CC(C)(C)N1OC(=O)c1ccncc1	1%	-9%[46.1 µM]	1%	4%	4%	-12%[38.3 µM]	1.1%
N#Cc1c2c(c(Nc3ccc(O)cc3)n3c1nc1ccccc13)CCC2	2%	9%	-2%	-18%	0%	1%	4.8%
Cc1ccc(-n2c(Cc3cccn3C)nnc2SCC(=O)NCc2ccco2)cc1	1%	-10%[46.1 µM]	-4%	21%	-15%	2%[38.3 µM]	-2.1%
O=C(CCC(=O)OCC(=O)c1cccc([N+](=O)[O-])c1)Nc1cccc(Cl)c1Cl	7%	-2%[46.1 µM]	3%	10%	4%	-3%[38.3 µM]	-2.1%
CCN1C(=O)C2(C(C#N)=C(N)Oc3cc(C)oc(=O)c32)c2ccccc21 (centres undefined)	2%	-14%[46.1 µM]	6%	-6%	2%	6%[38.3 µM]	0.0%
COc1cccc(-n2ccnc2SCC(=O)Nc2ccccc2F)c1	1%	-15%	5%	-8%[46 µM]	-22%	3%	-3.9%
CC(=O)Oc1ccc(C(=O)NCCc2ccccc2)cc1	-16%	4%	-7%	-4%[46 µM]	10%	5%	-0.1%
C=CC(O)Cc1c(C)n[nH]c1C (centres undefined)	2%	-2%[46.1 µM]	3%	-3%[0.0737 µM]	0%	-10%[38.3 µM]	-0.9%
Cc1ccc(NC(=O)c2cccs2)cc1[N+](=O)[O-]	-2%	9%	-9%	-18%[46 µM]	-5%	1%	0.1%
Nc1nn(-c2cccc(F)n2)cc1-c1ccccc1	-18%	-5%	-5%	.	-6%	11%	1.7%
CCCCCSc1nnc(N)s1	.	10%	-12%	.	10%	.	-4.2%
COc1ccc(C2CC(=O)N(C)c3ccccc3S2)cc1OC (centres undefined)	2%	20%	-3%	-16%[9.22 µM]	-2%	-1%	-1.3%

The list continues.
SMILES	Luc counter	NPSR antagonist	GLA spleen mod	LMNA splice mod	CBFb RUNX1 block	IMPase Li cell	Epigenetic reg
Cc1cnc(CNc2ncncc2-c2ccc(C(=O)N(C)C)cc2)cn1	-2%	.	6%	6%	.	5%	0.3%
O=C(O)C1C2C=CC(CC2)C1C(=O)O (centres undefined)	-2%	3%[46.1 µM]	5%	12%	-14%	-2%[38.3 µM]	-0.2%
CCN(CC)C(=S)SCC(=O)c1ccccc1	6%	-1%[46.1 µM]	4%	-6%	6%	-2%[38.3 µM]	-3.2%
N#Cc1ccccc1OCC(=O)OCC(=O)c1ccc2c(c1)NC(=O)CO2	2%	-7%[46.1 µM]	-2%	0%	4%	-1%[38.3 µM]	-0.7%
O=C(Cc1ccccc1)N/N=C/c1ccccc1Cl	-4%	-1%[46.1 µM]	9%	?	5%	0%[38.3 µM]	0.0%
COC(=O)c1ccc(Oc2nc(N(C)C)nc(N3CCOCC3)n2)cc1	-7%	-15%[46.1 µM]	9%	5%	3%	5%[38.3 µM]	-1.4%
Cc1cc2cc(CNC(=S)NCc3ccccc3)ccc2n1C	-2%	-9%	-6%	.	?	-10%	-0.4%
CC(Oc1ccc(Cl)cc1Cl)c1ccn[nH]1 (centres undefined)	1%	-2%	-4%	18%[46 µM]	6%	-6%	1.1%
COc1ccccc1N1CCN(C(=O)c2ccccc2NC(=O)C2CCCCC2C(=O)O)CC1 (centres undefined)	3%	9%	-2%	22%	5%	1%	2.4%
Cc1ccc(NC(=O)/C(C#N)=C/c2cn(CC(=O)NCc3ccco3)c3ccccc23)cc1C	0%	?	-5%	.	7%	-11%	-7.2%
COc1ccccc1CNC(=O)C(CC(C)C)NC(=O)C1CCC(C)CC1 (centres undefined)	1%	-14%[46.1 µM]	20%	-7%	-2%	6%[38.3 µM]	0.0%

Already shown: entries from further up.
SMILES	Luc counter	NPSR antagonist	GLA spleen mod	LMNA splice mod	CBFb RUNX1 block	IMPase Li cell	Epigenetic reg
Cc1cnc(CNc2ncncc2-c2ccc(C(=O)N(C)C)cc2)cn1	-2%	.	6%	6%	.	5%	0.3%
O=C(O)C1C2C=CC(CC2)C1C(=O)O (centres undefined)	-2%	3%[46.1 µM]	5%	12%	-14%	-2%[38.3 µM]	-0.2%
CCN(CC)C(=S)SCC(=O)c1ccccc1	6%	-1%[46.1 µM]	4%	-6%	6%	-2%[38.3 µM]	-3.2%
N#Cc1ccccc1OCC(=O)OCC(=O)c1ccc2c(c1)NC(=O)CO2	2%	-7%[46.1 µM]	-2%	0%	4%	-1%[38.3 µM]	-0.7%

High-throughput results deposited in PubChem BioAssay by National Center for Advancing Translational Sciences (NCATS).
